# High-throughput results as filed in PubChem.
# STAT3 activator: IL-6 driven STAT3 reporter potentiators, primary screen, U3A cells, luciferase, luminescence, MLSCN library; IL-6 STAT3-luciferase reporter; 100% = signal with IL-6 EC80 alone; activation (% of control), % at 5.6 µM; actives 0.91% (n = 190,000); AID 871, 2007;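 active = activation above the screen-wide mean of compound activation plus 3 SD, cut at about 130% in these data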;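 also: 0% = background luminescence of wells with medium and substrate only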
#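 Detection: reporter luminescence signal / Assay system: STAT1-lacking human U3A cells, STAT3 luciferase reporter / Incubation: compound pre-incubation 1 h before IL-6, then 6 h stimulation at 37 °C / Control set: IL-6-only high control / Read-out: % activation relative to IL-6 control / Probe or stimulus: Interleukin-6, 33 ng/mL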
# PPARg SRC2 recr: agonists of PPARg-SRC-2 recruitment, primary screen, biochemical, HTS | Peroxisome proliferator-activated receptor gamma (Homo sapiens), P37231 | PPARgamma LBD-SRC-2 recruitment | activation, % at 8 µM | actives 0.34% (n = 200,000); in the data active = activation above about 22%;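 also: 0% = vehicle and 100% = reference agonist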
# STAT1 inh: STAT1 signaling inhibitors, primary screen, cell-based, HTS, luciferase reporter; NIH 3T3 STAT1-luciferase reporter, IFN-gamma, luminescence; actives 0.35% (n = 200,000); inhibition, % at 5.5 µM;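 active = inhibition above a set limit, the mean inhibition across all tested compounds plus 3 SD, cut at about 34% in these data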;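 also: 0% = IFN-gamma with DMSO and 100% = IFN-gamma with 300 µM nifuroxazide; values of inactives mirror those of a sister screen read the other way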
# PPARg SRC-1 ag: PPARgamma agonists recruiting SRC-1 coactivator, primary screen, biochemical. Peroxisome proliferator-activated receptor gamma (Homo sapiens), P37231. PPARgamma-SRC-1 coactivator recruitment biochemical assay. activation, % at 8 µM. actives 0.41% (n = 200,000). AID 631, 2007; in the data active = activation above about 19%;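 also: 0% = DMSO and 100% = reference agonist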
# SRC2 TRFRET art: TR-FRET signal artefacts, primary screen, artefact control for PPARgamma SRC-2 agonist project, biochemical; AID 1049, 2008; TR-FRET ratio at 8 µM; actives 0.4% (n = 200,000); TR-FRET artefact counter-screen; active compounds read high; in the data active = TR-FRET ratio above about 2000; also: inactives centre near 1500
# ROMK primary: ROMK potassium channel modulators, primary screen, cell-based, thallium flux, MLSMR library | ATP-sensitive inward rectifier potassium channel 1 (Homo sapiens), P48048 | Tet-inducible ROMK, thallium flux fluorescence; actives lie on both sides | B-score at 10 µM | actives 2% (n = 130,000);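 active = signal ratio slope over the read window, or its plate-corrected B-score, at least 3 SD from the plate mean, either direction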;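 also: B-score of the F/F0 ratio slope over 7 to 12 s after thallium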
# Target sequence (P48048 whole entry, looked up): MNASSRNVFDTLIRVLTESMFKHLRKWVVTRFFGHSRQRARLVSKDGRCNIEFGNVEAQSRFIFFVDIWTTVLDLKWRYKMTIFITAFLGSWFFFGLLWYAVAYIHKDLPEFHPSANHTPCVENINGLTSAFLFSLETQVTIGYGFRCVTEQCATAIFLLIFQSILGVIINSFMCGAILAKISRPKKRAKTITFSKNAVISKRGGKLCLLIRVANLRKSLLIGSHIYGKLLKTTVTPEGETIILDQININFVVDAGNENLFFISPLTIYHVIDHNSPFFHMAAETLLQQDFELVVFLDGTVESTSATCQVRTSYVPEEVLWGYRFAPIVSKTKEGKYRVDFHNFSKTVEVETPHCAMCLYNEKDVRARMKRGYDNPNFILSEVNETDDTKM
# bIAP act: bovine intestinal alkaline phosphatase activators, primary screen, biochemical, bovine IAP, CDP-star luminescence; alkaline phosphatase, intestinal [Bos taurus]; purified bovine IAP, 30 min; active compounds read high; fold of DMSO-control signal, blank-subtracted; activation factor at 20 µM; actives 0.17% (n = 200,000);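 active = activation factor of 2 or more at 20 µM, a signal rise over negative controls twice the positive control's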
# TNAP act hiacc: TNAP activators at high phosphate acceptor level, primary screen, biochemical, luminescence, uHTS; activation factor at 20 µM; 200,000 tested, under 10 active; purified TNAP, CDP-star luminescence, 1 M DEA, 30 min; active compounds read high; 0 = EDTA background, 1 = DMSO-only activity;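 active = activation factor at least 2 at 20 µM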
# Target sequence (P05186 whole entry, looked up): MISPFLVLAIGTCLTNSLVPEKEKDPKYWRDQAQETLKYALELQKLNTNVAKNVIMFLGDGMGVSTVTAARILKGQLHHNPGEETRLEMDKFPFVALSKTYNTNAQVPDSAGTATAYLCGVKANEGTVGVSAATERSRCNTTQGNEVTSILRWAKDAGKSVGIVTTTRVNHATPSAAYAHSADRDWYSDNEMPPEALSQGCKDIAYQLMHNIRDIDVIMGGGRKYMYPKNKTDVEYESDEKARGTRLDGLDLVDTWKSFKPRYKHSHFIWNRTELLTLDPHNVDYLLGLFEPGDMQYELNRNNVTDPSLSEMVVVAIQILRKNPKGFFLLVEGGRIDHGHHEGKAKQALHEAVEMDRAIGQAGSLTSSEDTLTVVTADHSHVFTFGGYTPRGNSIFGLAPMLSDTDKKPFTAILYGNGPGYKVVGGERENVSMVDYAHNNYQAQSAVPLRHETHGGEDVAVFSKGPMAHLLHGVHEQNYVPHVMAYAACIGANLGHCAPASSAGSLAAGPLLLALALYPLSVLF
#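 Control set: EDTA negative control, DMSO positive control / Assay system: human TNAP / Quantity: TNAP 1/800 final / Evaluation: TNAP activation factor scaled between EDTA and DMSO control wells / Measured by: luminescent substrate turnover signal / Compound dosing: one dose, 20 µM / Times: 30 min enzyme reaction at room temperature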
# STAT3 inh: IL-6 driven STAT3 reporter inhibitors, primary screen, U3A cells, luciferase, luminescence, MLSCN library | actives 0.89% (n = 190,000) | AID 862, 2007 | inhibition, % at 5.5 µM | IL-6 STAT3-luciferase reporter; host cell line lacks STAT1;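 active = inhibition above the mean inhibition across all screened compounds plus 3 SD, cut at about 44% in these data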;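 also: 0% = DMSO only wells and 100% = 100 µM nifuroxazide control wells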
# PPARg SRC3 recr: PPARgamma agonists recruiting SRC-3 coactivator, primary screen, biochemical. actives 0.26% (n = 200,000). Peroxisome proliferator-activated receptor gamma (Homo sapiens), P37231. activation, % at 8 µM. biochemical PPARgamma/SRC-3 coactivator recruitment assay; in the data active = activation above about 23%;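 also: 0% = DMSO and 100% = reference agonist; some compounds past the cut are filed as inactive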
# bIAP inh: bovine intestinal alkaline phosphatase inhibitors, primary screen, selectivity assay for TNAP inhibitor project, biochemical, bovine IAP, CDP-star luminescence | purified bovine IAP, 30 min | 190,000 tested, under 10 active | alkaline phosphatase, intestinal [Bos taurus] | inhibition, % at 20 µM | AID 1019, 2008;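 active = over 50% inhibition of intestinal alkaline phosphatase at 20 µM in the single-dose screen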
#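 System: Purified bovine intestinal alkaline phosphatase (IAP) enzyme | Input: IAP diluted 1/65,000,000 in the well | Also added: CDP-star chemiluminescent phosphatase substrate, 30 µM final | Dosing: 20 µM single dose | Times: Enzyme reaction for 30 min at room temperature | Detection: Luminescence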
# The depositor's hits bear a star; / = no result given.
SMILES,STAT3 activator,PPARg SRC2 recr,STAT1 inh,PPARg SRC-1 ag,SRC2 TRFRET art,ROMK primary,bIAP act,TNAP act hiacc,STAT3 inh,PPARg SRC3 recr,bIAP inh
Cc1c(NC2=CC(=O)CC(C)(C)C2)c(=O)n(-c2ccccc2)n1C,94,-1,-4,-1,1466,0.11,1.1,1,13,2,-5
Cc1cc([N+](=O)[O-])cc2c1-c1ncccc1C2=Nc1ccccc1,98,2,-2,1,1368,0.17,0.9,1,0,2,8
O=C1CNC(=O)/C(=C/c2cccs2)N1,97,4,-13,9,1597,-0.78,1.1,1.1,6,2,-10
O=c1c2cc([N+](=O)[O-])ccc2nc(CN2CCN(c3ccccn3)CC2)n1-c1ccccc1F,99,2,8,0,1501,-0.22,1.1,1,1,-1,-13
OC1(CNCc2cn[nH]c2-c2cc3ccccc3o2)CCCCC1,97,4,5,1,1538,0.37,1.1,1,7,5,-11
COc1cc(/C=N/NC(=O)c2cccc([N+](=O)[O-])c2)ccc1O,98,2,-3,2,1653,0.4,0.9,1.1,4,6,8
Cc1ccc(NC(=S)N2CCN(Cc3ccccc3)CC2)cc1,103,10,-2,9,1414,-1,0.9,1.1,-2,2,10
CCOC(=O)N1CCN(C(=O)CSc2ccc(-c3ccc(OC)c(OC)c3)nn2)CC1,110,0,16,8,1818,1.2,1.1,1,-5,1,-10
O=C(CSCc1ccc(Cl)cc1)N1CCOCC1,98,-2,-12,-4,1603,0.55,1,1.1,2,-3,4
COc1ccc2nc(/N=C/c3c(C)[nH]n(-c4ccc(C)cc4)c3=O)sc2c1,119,-1,-4,3,1447,/,0.7,1,-18,-3,28
O=C(COC(=O)C1CCC1)Nc1ccccc1Sc1ccccc1,101,3,6,-1,1632,0.18,0.7,1,-4,0,28
CCn1c(CNc2ccccc2Cl)nnc1SCCN1CCCCC1,102,0,-4,7,1521,/,1,1,7,9,0
O=C(Nc1ccc2c(c1)OCO2)N1CCN(Cc2ccco2)CC1,67,9,7,4,1537,0.018,1.1,1,45*,-3,-9
COc1ccccc1C1C(C(N)=O)=C(C)Nc2ncnn21 (stereo unspecified),102,-1,1,-7,1423,0.86,1,1,1,-6,3
Cc1cccc2cc(C(c3nnnn3Cc3ccc4c(c3)OCO4)N3CCCC3)c(=O)[nH]c12 (stereo unspecified),102,-1,6,-6,1521,/,1.1,1.1,8,-3,-7
O=C(COC(=O)CCC1CCCC1)Nc1nc2c(F)c(F)c(F)cc2s1,90,-3,8,3,1799,/,0.9,1,11,-4,6
Cc1sccc1C1C(C#N)=C(N)SC(N)=C1C#N,105,22*,9,10,1861,-2.2,1.1,1,-3,33*,-7
CCCn1nc(C(=O)N2CCCc3ccccc32)c2ccccc2c1=O,100,-8,1,-1,1417,-0.29,1.1,1,8,0,-14
COc1ccc(-n2c(=O)c3c4c(sc3n(CC(=O)NCC3CCCO3)c2=O)CCCC4)c(OC)c1 (stereo unspecified),99,1,14,10,1573,0.13,1,1,3,5,-5
O=[N+]([O-])c1cccc(-c2cc3cccc[n+]3cc2-c2cccc([N+](=O)[O-])c2)c1,107,6,-5,4,1421,-0.45,0.9,1,-3,5,7
O=C(CSc1nc2ccccc2c(=O)[nH]1)c1cccs1,89,5,-6,4,1752,/,0.9,1,19,7,8
CCOc1ccc(NC(=S)NCCCN2CCN(C3CCCCC3)CC2)cc1,95,2,7,1,1499,-0.31,1.1,0.9,4,2,-7
CCOC(=O)c1nnn(-c2nc(OC)nc(N3CCCCC3)n2)c1-c1ccccc1,93,-3,6,7,1578,/,1,1,12,4,-1
COc1ccc(-c2cc(C(F)(F)F)nc(SCCC(=O)N3CCN4CCCC4C3)n2)cc1 (stereo unspecified),95,-6,-3,-1,1569,/,0.9,1,9,-10,5
Cc1cccc(N2C(=O)C(CC(=O)Nc3cccc(F)c3)N(CCc3ccncc3)C2=O)c1 (stereo unspecified),99,9,-2,4,1731,-1.1,1.1,1,1,10,-9
CCN(CC)C(=O)c1[nH]cnc1C(=O)N[C@@H](CC(C)C)C(=O)OC(C)(C)C,/,9,3,1,1650,/,1.5,1.1,/,4,-54
NS(=O)(=O)c1cccnc1Nc1cccc(Cl)c1,110,-2,-8,-2,1461,/,0.6,0.8,-4,11,37
O=C(Cc1nnc(NC(=O)Nc2ccc(F)cc2)s1)Nc1ccccc1,104,-4,-2,2,1559,0.93,1.2,1,1,-2,-16
COc1ccc2cc(C(c3nnnn3CCc3ccccc3)N3CCC(O)CC3)c(=O)[nH]c2c1 (stereo unspecified),104,3,18,-3,1431,/,1.1,1.1,-4,4,-6
Cc1cccc(-n2nnc(C(=O)NCc3ccco3)c2N)c1,96,2,-6,13,1741,-0.38,1,1.1,8,13,0
CN1CCN(NC(=O)CN2C(=O)S/C(=C\c3c(Cl)cccc3Cl)C2=O)CC1,94,0,5,4,1488,-0.38,1.3,1,13,1,-31
COc1cc(/C=C/C(=O)OCC(=O)N2CCC(Cc3ccccc3)CC2)ccc1O,91,8,6,5,1482,-0.29,1,1,18,5,3
O=C(NC(NC(=S)Nc1ccc(Cl)cc1)C(Cl)(Cl)Cl)c1ccco1 (stereo unspecified),99,-9,2,-1,1333,/,0.9,1,6,1,7
CCC(CC)C(=O)N1CCCC(c2nc(-c3cccs3)no2)C1 (stereo unspecified),93,9,-5,4,1726,-0.099,0.9,1,8,9,8
O=C(CS(=O)(=O)c1cn(Cc2cccc(F)c2)c2ccccc12)N1CCOCC1,100,11,3,8,1625,/,1,1.1,6,7,0
O=C(COC(=O)CNC(=O)c1cccc([N+](=O)[O-])c1)Nc1ccccc1OC(F)F,96,-7,4,-5,1389,-0.24,1,1.1,5,-4,-5
CCOC(=O)N1CCN(C(=O)c2cccn3c(=O)c4c5c(sc4nc23)CCCC5)CC1,104,-5,1,3,1445,-0.067,1.1,1,0,0,-8
C=CCn1c(-c2ccc(F)cc2)n[nH]c1=S,100,8,-1,8,1545,1,0.9,1,1,4,14
CCN(C(=O)CN1CCN(c2ccccc2O)CC1)c1c(N)n(Cc2ccccc2)c(=O)[nH]c1=O,93,0,0,0,1372,0.66,1.1,1.1,13,3,-10
CCN(CC)CCN1C(=O)c2oc3ccccc3c(=O)c2C1c1ccc(F)cc1 (stereo unspecified),100,3,-5,0,1364,0.096,0.9,1,3,-7,6

# Four entries already listed, arranged by the value under TNAP act hiacc, largest number first:
SMILES | TNAP act hiacc
O=C(CS(=O)(=O)c1cn(Cc2cccc(F)c2)c2ccccc12)N1CCOCC1 | 1.1
CN1CCN(NC(=O)CN2C(=O)S/C(=C\c3c(Cl)cccc3Cl)C2=O)CC1 | 1
CCOc1ccc(NC(=S)NCCCN2CCN(C3CCCCC3)CC2)cc1 | 0.9
NS(=O)(=O)c1cccnc1Nc1cccc(Cl)c1 | 0.8

# New compounds follow:
SMILES,STAT3 activator,PPARg SRC2 recr,STAT1 inh,PPARg SRC-1 ag,SRC2 TRFRET art,ROMK primary,bIAP act,TNAP act hiacc,STAT3 inh,PPARg SRC3 recr,bIAP inh
CCOc1ccc(NC(=O)Nc2cc(OCC(F)(F)F)cc(OCC(F)(F)F)c2)cc1,99,1,5,-5,1466,/,0.7,1,-3,0,30
COc1cc(/C=C/C(=O)OCC(=O)Nc2ccc(C)cc2[N+](=O)[O-])ccc1O,98,25*,3,16,1465,0.24,1,1,7,9,4
C=CCN1C(=O)/C(=C\c2ccco2)C(C(=O)OC)=C1C,87,4,11,-4,1725,/,1,0.9,15,4,5
Cc1cccc(OCC(=O)NNC(=O)c2cccs2)c1,95,9,-6,6,1532,-0.35,1.1,1.1,12,-1,-5
CCOC(=O)CC(NC(=O)c1cccc2c1C(=O)N(Cc1cccnc1)C2)c1ccc(OC(C)C)cc1 (stereo unspecified),99,4,7,10,1663,1.7,1.1,1,12,4,-7
O=C(c1cccs1)N1CCN(Cc2nc3ccccc3c(=O)[nH]2)CC1,97,4,-1,0,1785,/,1,1.1,7,0,2
O=C(Cc1ccc(Cl)cc1)N/N=C/c1ccccc1,99,-2,-14,4,1526,-0.5,1.1,1,5,6,-15
FC(F)(F)c1cccc(Cc2noc(CN3CCCC3)n2)c1,95,22,3,12,1705,0.61,1,1,10,6,4
O=C1/C(=C\c2ccco2)CCC/C1=C\c1ccco1,104,-5,-26,9,1530,0.29,0.6,0.9,-7,0,43
O=C1c2ccccc2C(=O)N1CC(O)COCc1ccccc1 (stereo unspecified),101,2,-1,-1,1545,-0.063,1,1.1,6,4,0
C/C(=N\NC(=O)COc1ccc(C(C)(C)C)cc1)c1cc2ccccc2o1,111,-7,-8,1,1490,0.089,1.1,0.9,-9,0,-10
O=C(Nc1ccccc1)c1ccc(Br)c(S(=O)(=O)Nc2cccnc2)c1,104,-5,1,-4,1490,/,0.9,1,-4,-4,10
CCOC(=O)COc1ccc2c(C#N)c3ccccn3c2c1,90,-2,-5,1,1641,-0.26,1.1,1.1,17,-1,-13
CC1(C)Cc2cccc(OCC(=O)Nc3nccs3)c2O1,114,17,-4,-7,1707,/,1,1,-12,3,1
CC(C)c1nc(N2CCN(C(=O)c3ccccc3)CC2)c(C#N)c2c1COC(C)(C)C2,109,4,-3,6,1375,/,0.9,1.1,-10,-10,8
NS(=O)(=O)c1ccc(NC(=S)Nc2ccn(Cc3cccc4ccccc34)n2)cc1,95,1,8,7,1490,-0.025,1,1,11,6,4
COc1cccc(-c2ccc(C#N)c(SCC(=O)NCc3ccco3)n2)c1,95,6,3,16,1980*,0.28,1,1.1,8,9,2

# Three compounds already listed, arranged by count of non-hydrogen atoms, lowest first.
SMILES,STAT3 activator,PPARg SRC2 recr,STAT1 inh,PPARg SRC-1 ag,SRC2 TRFRET art,ROMK primary,bIAP act,TNAP act hiacc,STAT3 inh,PPARg SRC3 recr,bIAP inh
FC(F)(F)c1cccc(Cc2noc(CN3CCCC3)n2)c1,95,22,3,12,1705,0.61,1,1,10,6,4
O=C(c1cccs1)N1CCN(Cc2nc3ccccc3c(=O)[nH]2)CC1,97,4,-1,0,1785,/,1,1.1,7,0,2
COc1cc(/C=C/C(=O)OCC(=O)Nc2ccc(C)cc2[N+](=O)[O-])ccc1O,98,25*,3,16,1465,0.24,1,1,7,9,4

# An unsorted share of the library; any-hit rate near 3.7%.
